PvdQ acylase = blocks Pseudomonas aeruginosa PvdQ acylase activity | AID 488965 | inhibition, % at 10 µM | 340,000 compounds, 0.063% hits | purified PvdQ acylase, fluorescence plate reader; in the data active = inhibition above about 30%, passing the limit was not always enough;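 also: 0% = vehicle neutral wells and 100% = reference inhibitor wells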
PfHsp90 yeast 2 = reduces growth (ATP signal) of yeast expressing P. falciparum Hsp90. S. cerevisiae expressing PfHsp90, BacTiter-Glo ATP, 48 h; yeast lacking PDR1 and PDR3 efflux regulators. 310,000 compounds, 0.32% hits. inhibition, % at 9.4 µM;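 active = every replicate shows inhibition above about 80%, whatever the replicate mean, limit read from the data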;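 also: 0% = DMSO neutral controls and 100% = 20 µM radicicol positive controls; yeast relying on Plasmodium falciparum Hsp90 in place of its own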
Tat transport = E. coli Tat transport inhibition; E. coli MC4100 TorA-mCherry Tat export, fluorescence; inhibition, % at 10 µM; 340,000 compounds, 0.036% hits; AID 488895;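 active = mean replicate inhibition at least 50% and at least half of replicates individually reaching 50%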;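 also: exported cargo escapes ClpAP degradation while cytoplasmic cargo is degraded and loses fluorescence; 0% = median of neutral control wells and 100% = median of NaSCN control wells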
phage Ecoli inh = E. coli growth loss with phage present; growth absorbance; inhibition, % at 11.9 µM; 360,000 compounds, 0.26% hits; AID 651602; in the data active = inhibition above about 11%
E coli growth = counter-screen for AddAB inhibitors: E. coli growth inhibition. 330,000 compounds, 0.27% hits. E. coli V3065 growth, OD600 absorbance, 18 h. AID 449728. inhibition, % at 11.9 µM;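 active = inhibition above the campaign's mean inhibition across all tested compounds plus 3 SD, cut at about 9.9% in these data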;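 also: uninfected addAB+ strain grown without phage in ampicillin broth; 0% = DMSO wells and 100% = ciprofloxacin 0.95 µg/ml wells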
DAGLB inhibitor = blocks human DAGLB lipase activity. HEK293T DAGLB membrane lysate, EnzChek fluorogenic substrate. 340,000 compounds, 0.059% hits. inhibition, % at 5.17 µM. AID 504411; in the data active = inhibition above about 34%;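 also: 0% = enzyme with vehicle and 100% = wells lacking enzyme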
Target sequence (Q8NCG7 whole entry, looked up): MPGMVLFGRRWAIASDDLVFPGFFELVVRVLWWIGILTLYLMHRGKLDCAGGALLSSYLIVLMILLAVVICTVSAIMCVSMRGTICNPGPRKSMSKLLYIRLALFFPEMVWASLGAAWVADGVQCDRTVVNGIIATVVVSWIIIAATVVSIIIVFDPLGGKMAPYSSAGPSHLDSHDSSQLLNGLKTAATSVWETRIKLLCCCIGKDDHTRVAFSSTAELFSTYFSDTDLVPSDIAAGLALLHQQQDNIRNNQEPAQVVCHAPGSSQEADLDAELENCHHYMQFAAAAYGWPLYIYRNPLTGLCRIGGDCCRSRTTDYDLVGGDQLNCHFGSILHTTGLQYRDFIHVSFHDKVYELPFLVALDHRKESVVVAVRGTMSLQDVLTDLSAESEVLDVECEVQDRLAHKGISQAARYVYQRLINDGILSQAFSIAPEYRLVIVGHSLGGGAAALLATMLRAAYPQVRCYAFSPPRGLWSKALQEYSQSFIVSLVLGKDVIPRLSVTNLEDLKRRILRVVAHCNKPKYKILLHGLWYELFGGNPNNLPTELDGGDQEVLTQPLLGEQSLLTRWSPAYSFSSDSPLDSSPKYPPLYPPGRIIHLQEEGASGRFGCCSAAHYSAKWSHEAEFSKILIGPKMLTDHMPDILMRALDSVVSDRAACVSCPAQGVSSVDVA
CAL PDZ FP = blocks peptide binding to human CAL PDZ domain. 330,000 compounds, 0.02% hits. inhibition, % at 20 µM. purified CAL PDZ, TMR-peptide fluorescence polarization, 1 h;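 active = highest replicate inhibition of at least 40%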;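 also: plate controls were DMSO neutral control wells for no effect and unlabeled competitor peptide control wells for full effect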
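Read-out basis: mP drop reported as inhibition | Assay system: Tagged CAL PDZ protein CerCALP, purified | Benchmarks: Unlabelled peptide for full inhibition, DMSO wells as neutral | Schedule: 1 h incubation at room temperature before polarization reading | Buffer or medium: Sodium phosphate/NaCl buffer pH 7.4 with TCEP, IgG, Thesit | Doses: Single point, 20 µM | Measured by: Fluorescence polarization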
Rtt109 HAT inh = C. albicans Rtt109 histone acetyltransferase inhibition; Q5AAJ8; purified Rtt109/Vps75, ThioGlo CoA-SH fluorescence, 4 h; inhibition, % at 34.9 µM; 330,000 compounds, 0.16% hits;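 active = inhibition of at least 50% in every replicate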
Target sequence (Q5AAJ8 whole entry, looked up): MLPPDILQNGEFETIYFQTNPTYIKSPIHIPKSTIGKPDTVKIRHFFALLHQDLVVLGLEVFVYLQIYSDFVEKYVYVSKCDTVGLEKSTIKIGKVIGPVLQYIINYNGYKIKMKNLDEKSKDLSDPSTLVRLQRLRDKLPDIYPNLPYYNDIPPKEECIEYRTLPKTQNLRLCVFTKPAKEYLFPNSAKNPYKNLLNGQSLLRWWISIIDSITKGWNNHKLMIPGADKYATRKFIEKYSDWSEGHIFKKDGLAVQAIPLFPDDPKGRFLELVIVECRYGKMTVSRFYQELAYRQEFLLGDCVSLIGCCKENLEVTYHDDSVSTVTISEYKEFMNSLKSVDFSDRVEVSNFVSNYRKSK
Wnt bcat act = Wnt/beta-catenin pathway activation; 300,000 compounds, 1.2% hits; AID 743398; activation, % at 9.35 µM; Wnt/beta-catenin reporter cell assay, activator, plate reader; in the data active = activation above about 30%, passing the limit was not always enough;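 also: 0% = neutral control wells and 100% = positive control wells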
AddAB inh = less growth of phage-infected E. coli with AddAB; E. coli expressing H. pylori AddAB, absorbance growth; inhibition, % at 11.9 µM; 330,000 compounds, 0.29% hits; in the data active = inhibition above about 12%;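 also: 0% = vehicle wells of infected cells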
Active calls of the source: *; · = no result given; & = joins results of further samples. A portion of the library (hit frequency here may not be typical).

| SMILES | PvdQ acylase | PfHsp90 yeast 2 | Tat transport | phage Ecoli inh | E coli growth | DAGLB inhibitor | CAL PDZ FP | Rtt109 HAT inh | Wnt bcat act | AddAB inh |
| --- | --- | --- | --- | --- | --- | --- | --- | --- | --- | --- |
| CCC(=O)c1cn(Cc2ccccc2C#N)c2ccccc12 | -8 | -60 | 2 | 2.0 | 1.9 | -4 | -0.4 | 4 | -2 | 1.9 |
| CC(C)n1c(O)c(C=NCc2ccccc2)c(=O)[nH]c1=S | -2 | -13 | 6 | 0.9 | 0.6 | 3 | -3.1 | 4 | 22 | -0.5 |
| COc1ccc2nc3c(C)n(C)ccc-3c2c1 | -11 | -27 | -3 | 0.7 | · | 1 | 0.4 | -10 | -3 | · |
| CN(C)C(=O)Oc1ccc([N+](=O)[O-])cc1 | -11 | -4 | -2 | 4.3 | 0.0 | 0 | -0.4 | 1 | · | 1.3 |
| COc1cc(C[C@@H](C)N)c(OC)cc1I | -7 | -3 | -1 | 7.6 | 0.5 | 4 | -0.1 | -3 | -1 | 0.4 |
| COC(=O)C1=C(c2ccc(F)cc2OCc2ccccc2)C[C@@H]2CC[C@H]1N2C(=O)NCCCc1ccccc1 | -14 | 6 | 4 | 2.5 | -1.2 | -9 | -1.1 | -5 | -5 | 1.6 |
| COC(=O)CC1(CC(=O)OC)C(=O)N(c2ccccc2)C(=O)N(c2ccccc2)C1=O | -14 | 24 | 0 | 1.6 | -2.1 | -2 | -0.9 | -4 | 3 | -0.6 |
| Cc1nn(Cc2ccccc2Cl)c(C)c1C(=O)OCC(=O)NC1CCCC(C)C1C (stereo not given) | -8 | -51 | 2 | 0.9 | -0.8 | -2 | -0.2 | -5 | -3 | -1.2 |
| CCN1CCN(c2ncnc3ccc(Br)cc23)CC1 | 4 | 2 | 3 | 1.3 | -0.6 | 1 | -0.3 | -7 | · | 0.4 |
| Cc1c(N=Cc2c(O)n(Cc3ccccc3)c(=O)[nH]c2=O)c(=O)n(-c2ccccc2)n1C | -13 | -32 | 0 | 7.5 | 0.9 | 1 | -2.1 | · | · | 3.3 |
| CSc1ccc(C(=O)C2CCCN(Cc3cc4ccccc4[nH]3)C2)cc1 (stereo not given) | 3 | 12 | -1 | 2.9 | 2.0 | -4 | -0.5 | 4 | 2 | -0.5 |
| O=c1cccc2n1CC1CC2CN(Cc2c(F)cccc2Cl)C1 (stereo not given) | -3 | 8 | -1 | 1.2 | -2.4 | -1 | -1.0 | -1 | -3 | -0.3 |
| COC(=O)C1=C(c2cccc(OC)c2OC)C[C@@H]2CC[C@H]1N2C(=O)NCc1ccccc1 | -6 | 1 | -1 | 2.0 | -0.6 | -1 | 2.3 | -3 | -1 | 4.4 |
| CCN1CCc2ccccc2C1 | -5 | -2 | -4 | 1.5 | 1.3 | 0 | -3.0 | -7 | -1 | 1.5 |
| NNCc1ccccc1 | -7 | -12 | 0 | 2.9&2.1 | · | -4 | -0.7 | 5 | 13&14 | · |
| Cc1ccccc1C(=O)N1Cc2cnnn2-c2ccccc2C1C#N (stereo not given) | -9 | -10 | -2 | 0.4 | · | 1 | -0.5 | 2 | -1 | · |
| CN=C(SCc1cc2c(cc1Cl)OCO2)c1c(O)n(C)c(=O)n(C)c1=O | -1 | 10 | -5 | 3.9 | 1.4 | 0 | -3.0 | 36 | -1 | 5.1 |
| COC(=O)C1=C(c2cccc(OCc3ccccc3)c2)C[C@@H]2CC[C@H]1N2C(=O)NCCN1CCOCC1 | -4 | 7 | 8 | 1.3 | 0.7 | 2 | -0.3 | 2 | -5 | 2.1 |
| CCCCCCN1CCN(c2ccccc2Cl)CC1 | 17 | 6 | -4 | 3.0 | 0.6 | -9 | -2.3 | · | -3 | 6.8 |
| Oc1cccc(/C=N/NP(=S)(c2ccccc2)c2ccccc2)c1 | 7 | -19 | 1 | 2.4 | -1.3 | -3 | -1.5 | -7 | · | 1.8 |
| CCC(=NCCCN(CC)CC)c1c(O)n(C2CCCCC2)c(=O)[nH]c1=O | -9 | 6 | 15 | 3.2 | -0.8 | 1 | -0.6 | 10 | · | -2.0 |
| CC12CCC(=O)C=C1CC(N1CC1)C1C2CCC2(C)C(O)CCC12 (stereo not given) | -5 | 0 | -1 | 2.2 | · | 1 | 0.1 | -7 | -8 | · |
| CCc1cc2c(N3CCN(C)CC3)ncnc2s1 | -6 | 3 | -2 | 2.5 | -1.4 | -1 | -0.7 | -3 | -6 | 2.9 |
| Cc1cccc(C)c1OP(N)(=O)Oc1c(C)cccc1C | 3 | 4 | -4 | 0.8 | 2.6 | -344 | -0.5 | 0 | 28 | 3.0 |
| OC1(c2ccc(F)cc2)CC2CCC(C1)N2Cc1nnnn1C1CCCCC1 (stereo not given) | 8 | 22 | 6 | 1.7 | 0.6 | 0 | -0.6 | -1 | -3 | 0.3 |
| O=Cc1c(C(=O)O)n(Cc2ccc(Cl)cc2)c2ccccc12 | -3 | -33 | -1 | 4.5 | -0.9 | -37 | -2.9 | -1 | · | 3.5 |
| c1ccc(-c2nnc(C3CC(c4cccnc4)=NO3)o2)cc1 (stereo not given) | -10 | 8 | -8 | 3.1 | 0.2 | 5 | -0.5 | 9 | -1 | 3.7 |
| CCNC(=O)NC(=O)C(C)OC(=O)c1c(C)nn(Cc2ccccc2Cl)c1Cl (stereo not given) | -8 | 26 | 1 | 2.3 | 0.0 | 2 | -0.5 | -3 | -1 | 1.0 |
| O=[N+]([O-])c1cccc2c([As](=O)(O)O)cccc12 | 7 | -7 | -7 | 2.0 | -1.0 | -3 | 0.2 | 2 | 0 | -0.4 |
| NP(=O)(Oc1ccc(Cl)cc1)Oc1ccc(Cl)cc1 | -4 | 29 | 1 | 5.1 | -0.6 | 13 | · | -3 | 0 | 0.3 |
| Cc1ccc(-n2c(O)c(C=Nc3ccc(Br)cn3)c(=O)[nH]c2=O)cc1 | -6 | 8 | -4 | 1.7 | -1.9 | -1 | -0.4 | -7 | -2 | 2.7 |
| CCN(CC)CCN=C(C)c1c(O)n(-c2ccccc2OC)c(=O)[nH]c1=O | 6 | 9 | -2 | 1.3 | -1.3 | -1 | -0.6 | -6 | · | 0.8 |
| Cc1ccc2c(c1)C1CN(C)CCC1N2C(=O)c1cccs1 (stereo not given) | -12 | 14 | 4 | 1.9 | 1.3 | 0 | -0.7 | -1 | 0 | 3.9 |
| O=[N+]([O-])c1ccc(N2CCCCCC2)c2ncccc12 | 11 | · | 8 | -0.1 | 0.2 | 5 | -2.2 | 0 | 7 | 1.8 |
| O=c1[nH]c(=S)n(-c2cccc(Cl)c2)c(O)c1C=NCCN1CCNCC1 | -8 | 9 | -6 | 0.1 | -3.3 | 4 | 0.7 | 3 | 2 | -0.5 |
| O=C(COc1ccc2ccc(=O)oc2c1)N1CCC(C(=O)O)(c2ccccc2)CC1 | -8 | 1 | -2 | 3.5 | -4.0 | 1 | 0.9 | -5 | -1 | 1.5 |
| Cc1nn(Cc2ccccc2)c(C)c1C=C1C(=O)NC(=O)NC1=O | 6 | -6 | -4 | 0.3 | -0.3 | 1 | -3.2 | · | · | 0.8 |
| CSc1ccc(C(=O)C2CCCN(Cc3cccnc3)C2)cc1 (stereo not given) | 0 | -24 | -8 | 4.7 | -0.6 | -2 | -0.2 | -2 | 1 | 1.9 |
| S=P(Nn1cnnc1)(c1ccc(Br)cc1)c1ccc(Br)cc1 | -2 | 15 | 8 | 3.8 | -2.7 | 0 | -0.5 | 6 | -2 | -0.3 |
| CC1(C)CC(=O)C(C=NCCN2CCN(C(=O)Cc3ccccc3)CC2)=C(O)C1 | -1 | -10 | -3 | 3.4 | -1.7 | 1 | -0.7 | -3 | -4 | -0.1 |
| O=[N+]([O-])O[C@H]1CO[C@H]2[C@@H]1OC[C@H]2O[N+](=O)[O-] | -11 | 9 | -3 | 1.9 | -2.3 | 1 | -0.5 | -11 | 0 | -0.6 |
| COC(=O)c1c(C)n(Cc2ccco2)c2ccc(O)cc12 | -11 | -14 | 4 | 2.3 | 0.3 | -1 | -0.5 | -31 | -1 | 0.6 |
| COc1ccc(-n2c(O)c(/C=C3\C=Nc4ccc(Br)cc43)c(=O)[nH]c2=O)cc1 | -8 | -5 | 0 | 1.8 | 0.6 | 1 | 0.1 | 0 | 1 | -0.2 |
| Oc1ccc(/C=N/NP(=S)(c2ccccc2)c2ccccc2)cc1 | -1 | -22 | -2 | 3.0 | -0.4 | 1 | -2.8 | 5 | 0 | 7.9 |
| CCOP(=S)(OCC)SCC(=O)NC(C)(CC)C(=O)O (stereo not given) | -5 | · | 6 | 0.9 | -3.1 | 0 | -1.9 | -10 | -5 | -1.9 |
| COc1ccccc1CCNC1C2CC3CC(C2)CC1C3 (stereo not given) | -6 | -15 | 7 | 0.1 | -0.8 | -2 | -0.3 | -5 | 4 | 1.7 |
| O=C(C[n+]1ccn(CCCNP2(=O)C=C(c3ccccc3)OC(c3ccccc3)=C2)c1)c1ccccc1 | 8 | 4 | 5 | 2.4 | 1.9 | -1 | -3.1 | 31 | 2 | 0.3 |
| O=C(CCC(=O)N1C[C@H]2C[C@@H](C1)c1cccc(=O)n1C2)NCc1ccccc1 | -7 | 2 | -1 | 1.9 | -2.0 | -1 | 0.5 | -3 | -1 | 1.0 |
| CCn1c(=O)n(CC(=O)N2CCC3(CC2)OCCO3)c(=O)c2ccccc21 | -7 | 6 | -1 | 1.1 | -3.2 | -1 | -0.6 | 5 | · | 1.6 |
| CSc1ccc(C(=O)C2CCCN(C)C2)cc1 (stereo not given) | -12 | 10 | -8 | 2.7 | 3.2 | -2 | 0.6 | 2 | -2 | 3.2 |

(more compounds)
| SMILES | PvdQ acylase | PfHsp90 yeast 2 | Tat transport | phage Ecoli inh | E coli growth | DAGLB inhibitor | CAL PDZ FP | Rtt109 HAT inh | Wnt bcat act | AddAB inh |
| --- | --- | --- | --- | --- | --- | --- | --- | --- | --- | --- |
| Clc1ccccc1N1CCN(Cc2ccc3c(c2)OCO3)CC1 | -23 | 6 | -2 | -1.2 | · | -20 | · | 2 | -1 | · |
| O=C(C[N+]12CCC(CC1)C(CO)C2)c1ccc(Br)cc1 (stereo not given) | -18 | 1 | 8 | 3.6 | -2.1 | 3 | -0.5 | -14 | -1 | 0.3 |
| COC(=O)C1=C(c2cccc(OCc3ccccc3)c2)C[C@@H]2CC[C@H]1N2C(=O)NNCc1ccccc1 | -4 | 3 | 2 | -0.6 | -0.2 | -12 | -0.2 | -2 | -7 | -0.4 |
| CC(=O)C1CCC2C3CC(O)C4CC(O)CCC4(C)C3CCC12C (stereo not given) | -5 | -7 | -2 | 2.0 | · | -2 | -0.1 | -5 | -1 | · |
| O=C1CC(=O)N(c2cccc(C(F)(F)F)c2)C(=O)N1 | -13 | -4 | -2 | 1.2 | -1.4 | 0 | 0.0 | 0 | 5 | -0.4 |
| O=C1OCCC1NC1=NCCC1 (stereo not given) | -4 | · | -6 | 2.5 | -1.3 | -1 | -0.8 | -6 | 1 | 0.3 |
| Cc1c(C(=O)N2CCC3(CC2)OCCO3)sc2ncnc(N3CCc4ccccc4C3)c12 | -12 | 25 | -3 | 4.3 | -2.8 | 0 | -2.3 | · | · | 1.8 |
| Cc1ccc(Cn2ccccc2=N)cc1 | -18 | 0 | -10 | 1.1 | · | 0 | -0.3 | 2 | -2 | · |
